Avidin fluor – compound fluoresces at 488/530 nm on avidin beads; fluorescence (KMESF) at 10 µM; AID 1775; compound fluorescence 488/530 nm, flow cytometry; stronger effect = higher value; actives 0.38% (n = 220,000); in the data active means fluorescence above about 47; further: inactives centre near 10
HRas wt GTP bind – changes GTP binding to wildtype human HRas. GTP binding activity, % at 10 µM. actives 0.14% (n = 190,000). GST-Ras wt beads, Bodipy-FL-GTP binding, flow cytometry; actives lie on both sides. AID 759. P01112;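 active means GTP binding activity at least 20% away from the 100% baseline, either lowered as inhibitor or raised as activator; inconclusive means flagged as likely green fluorescent, judged across all proteins in the well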;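 further: 0% = unlabeled GTP competition control and 100% = no-compound control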
GSH bead fluor – compound fluoresces at 488/530 nm on GSH beads; GSH beads flow cytometry, compound fluorescence 488/530 nm; stronger effect = higher value; fluorescence (KMESF) at 10 µM; actives 0.25% (n = 190,000); AID 1776; in the data active means fluorescence above about 89;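 further: glutathione beads carrying GST-tagged Bcl family fusion proteins plus one bare bead set; values are compound well signal with DMSO vehicle wells as background; inactives centre near 16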
ABCG2 inh – human ABCG2 inhibition, ABCB1 as counter-screen; Q9UNQ0; IgMXP3 cells, JC-1 efflux, flow cytometry; inhibition, % at 6.6 µM; actives 0.1% (n = 190,000);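 active means inhibition above 80%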;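 further: 0% = DMSO and 100% = nicardipine control wells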
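material = IgMXP3 (ABCG2) plus far-red-tagged CCRF-Adr (ABCB1) cells | amount = 3 million cells/mL, equal mix of both lines | also added = JC-1 transporter substrate | dosing = one concentration, 6.6 µM final | schedule = 10 min at 25 °C | measured by = flow cytometric JC-1 green MFI at 530 nm | read-out basis = percent efflux inhibition, scaled nicardipine 100% to DMSO 0%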
Rab2 wt GTP – changes GTP binding to wildtype dog Rab2A, up or down; P61105; GST-Rab2 wt beads, Bodipy-GTP binding, flow cytometry; GTP binding activity, % at 10 µM; actives 0.19% (n = 190,000); AID 760;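 active means GTP binding activity at least 20 points away from 100%, either lowered or raised; inconclusive means signal likely due to the compound's own green fluorescence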;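 further: 0% = beads with excess unlabeled GTP and 100% = no-compound control corrected for plate trend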
Rac1 wt modul – modulators of human Rac1 wildtype GTP binding. P63000. AID 757. GTP binding activity (% of control), % at 10 µM. GST-Rac1 beads, fluorescent GTP binding, flow cytometry; actives lie on both sides; 0 = cold GTP competed, 100 = untreated. actives 0.27% (n = 190,000);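 active means GTP binding activity at least 20 points away from the 100% control level, either lower or higher; inconclusive means compound flagged as likely green fluorescent, judged across all proteins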
ABCB1 block – inhibitors of human ABCB1 transporter, ABCG2 counter-screen; P08183; CCRF-Adr cells, JC-1 efflux, flow cytometry; inhibition, % at 6.6 µM; actives 0.067% (n = 190,000); AID 1326; in the data active means inhibition above about 40%;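 further: 0% = vehicle and 100% = reference inhibitor; higher value means more JC-1 retained so stronger ABCB1 efflux block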
Target sequence (P08183 whole entry, looked up): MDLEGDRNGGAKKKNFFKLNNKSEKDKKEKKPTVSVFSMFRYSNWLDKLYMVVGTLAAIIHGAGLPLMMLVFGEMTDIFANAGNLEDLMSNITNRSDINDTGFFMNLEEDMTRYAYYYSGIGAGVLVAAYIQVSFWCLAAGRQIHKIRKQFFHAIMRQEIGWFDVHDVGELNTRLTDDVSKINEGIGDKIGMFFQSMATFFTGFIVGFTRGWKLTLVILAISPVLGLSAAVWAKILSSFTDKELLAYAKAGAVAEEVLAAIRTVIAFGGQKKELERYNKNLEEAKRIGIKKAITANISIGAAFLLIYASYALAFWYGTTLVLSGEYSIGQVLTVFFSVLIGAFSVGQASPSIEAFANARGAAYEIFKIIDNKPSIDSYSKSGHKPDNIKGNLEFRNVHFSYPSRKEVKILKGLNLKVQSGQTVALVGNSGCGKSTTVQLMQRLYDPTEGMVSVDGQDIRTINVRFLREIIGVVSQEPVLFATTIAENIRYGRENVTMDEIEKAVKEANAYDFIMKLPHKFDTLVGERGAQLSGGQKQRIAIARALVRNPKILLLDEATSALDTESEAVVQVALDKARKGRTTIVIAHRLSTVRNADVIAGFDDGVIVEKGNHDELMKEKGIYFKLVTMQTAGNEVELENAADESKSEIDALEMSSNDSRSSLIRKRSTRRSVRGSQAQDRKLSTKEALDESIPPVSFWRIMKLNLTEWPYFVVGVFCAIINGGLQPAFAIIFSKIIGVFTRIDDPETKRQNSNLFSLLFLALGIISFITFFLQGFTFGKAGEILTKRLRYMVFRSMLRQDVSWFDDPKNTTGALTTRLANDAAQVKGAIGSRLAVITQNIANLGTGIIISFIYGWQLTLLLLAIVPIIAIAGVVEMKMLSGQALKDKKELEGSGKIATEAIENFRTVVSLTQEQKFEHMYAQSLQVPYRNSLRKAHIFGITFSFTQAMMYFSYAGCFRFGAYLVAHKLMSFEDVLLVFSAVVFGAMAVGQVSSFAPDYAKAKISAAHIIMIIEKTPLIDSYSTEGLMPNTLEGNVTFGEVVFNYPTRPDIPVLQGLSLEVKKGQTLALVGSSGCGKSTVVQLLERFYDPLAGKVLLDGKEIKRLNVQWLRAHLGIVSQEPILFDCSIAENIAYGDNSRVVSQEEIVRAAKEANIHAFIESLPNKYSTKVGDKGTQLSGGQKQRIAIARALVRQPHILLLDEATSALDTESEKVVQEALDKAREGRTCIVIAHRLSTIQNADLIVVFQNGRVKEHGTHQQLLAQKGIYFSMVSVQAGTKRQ
Pf gametocyte – inhibitors of late stage P. falciparum gametocyte viability | P. falciparum stage V gametocytes, ATP luminescence, 24 h | inhibition, % at 10.9 µM | actives 0.065% (n = 150,000);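 active means inhibition above the mean plus 3 SD of compounds within the control limits, set per campaign, cut at about 38% in these data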;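 further: 0% = DMSO wells and 100% = medium only without gametocytes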
Rac1 act GTP bind – modulators of GTP binding to human Rac1 activated mutant | P63000 | GST-Rac1 activated beads, fluorescent GTP binding, flow cytometry; actives lie on both sides; 100% means binding = to untreated wells | percent activity (GTP binding), % at 10 µM | actives 0.11% (n = 190,000) | AID 764;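 active means GTP binding at least 20 percentage points away from the 100% baseline, in either direction, so actives lie on both sides; inconclusive means Compound likely fluorescent itself, or too few beads counted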
Rab7 wt GTP bind – dog Rab7 wildtype GTP binding, inhibitors and activators; GST-Rab7 beads, fluorescent GTP binding, flow cytometry; actives lie on both sides; untreated = 100%, excess cold GTP = 0%; GTP binding activity (percent of control), % at 10 µM; actives 0.055% (n = 190,000);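 active means fluorescent GTP binding to Rab7 beads changed by at least 20 points from the 100% baseline, either direction, mostly lower; inconclusive means compound itself probably fluorescent, or too few beads counted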;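 further: median green fluorescence of bound Bodipy-FL-GTP per Rab7 bead population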
Cdc42 wt GTP – changes GTP binding to wildtype human Cdc42; P60953; GST-Cdc42 beads, Bodipy-GTP binding, flow cytometry; actives lie on both sides; percent activity (GTP binding), % at 10 µM; actives 0.2% (n = 190,000);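 active means percent activity GTP binding at least 20 points away from the 100% baseline, either down as inhibitor or up as activator; inconclusive means compound flagged as likely green fluorescent from well-wide comparison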;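 further: median bead fluorescence of bound Bodipy-FL-GTP at 100 nM; 0% = excess unlabeled GTP control and 100% = no compound control; below 100% means less GTP binding so inhibitor and above means activator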
Numbers without * were called inactive; ? = inconclusive; . = not tested or not shown. An unsorted share of the library; about 1.1% have a hit in one of these screens.

SMILES	Avidin fluor	HRas wt GTP bind	GSH bead fluor	ABCG2 inh	Rab2 wt GTP	Rac1 wt modul	ABCB1 block	Pf gametocyte	Rac1 act GTP bind	Rab7 wt GTP bind	Cdc42 wt GTP
O=C1CC(SC2=NCCS2)C(=O)N1c1cccc(Cl)c1Cl (stereo not drawn)	7	97	12	3	98	95	0.3	8	92	105	91
CCC(/C=N/Nc1ccc(S(=O)(=O)N2CCCC2)cc1[N+](=O)[O-])CC	2	105	5	2	104	108	1.1	-12	103	102	106
COc1c(C)cc(Br)cc1C(=O)Nc1cccc(NC(=O)c2ccco2)c1	8	?	20	2	?	?	1.1	.	?	?	?
C=CCOC(=O)C1=C(C)Nc2nnnn2C1c1cccc(OC)c1OC (stereo not drawn)	10	100	37	0	99	102	0.0	.	101	99	103
CCOC(=O)C1(C)NC(c2ccc(OC)cc2OC)C2C(=O)N(c3cccc(OC)c3)C(=O)C21 (stereo not drawn)	11	105	16	1	101	104	0.4	.	101	98	107
COC(=O)c1c(NC(=O)c2ccc(N(C)S(=O)(=O)c3ccc(C)cc3)cc2)sc2c1CCCC2	3	99	10	3	98	103	1.0	4	98	100	96
O=C(NC1CC1)C1CCCN(C(=O)NC2CCCCC2)C1 (stereo not drawn)	10	100	22	6	100	97	1.7	-2	99	97	101
CCCn1c(SCC(=O)N2CC(=O)Nc3ccccc32)nc2ccccc21	7	102	11	-1	102	106	-0.1	.	102	102	104
CC(NC(=O)Nc1ncccn1)(C(F)(F)F)C(F)(F)F	14	99	21	3	99	95	0.5	.	96	91	98
Cc1ccc(C(=O)N/N=C\c2cccn2C)cn1	7	98	25	3	99	95	0.3	.	99	98	98
Cc1ccnc(NC(=O)CCC(=O)N(CC(=O)NCc2ccccc2)Cc2cccs2)c1	17	93	12	2	95	96	0.4	23	95	96	95
Cc1cc(C)c2c(=O)[nH]c(SCc3ccccc3)nc2n1	13	98	12	2	94	99	0.3	.	90	96	96
CNC(=O)N(O)C1N(C)C(=O)N(CC(=O)OC)C1(C)C (stereo not drawn)	13	100	18	1	98	99	-0.5	-37	98	100	101
CSCCC(NC(=O)c1cccc(S(=O)(=O)N2CCOCC2)c1)C(=O)Nc1ccc(F)cc1 (stereo not drawn)	14	99	8	48	98	101	1.2	.	97	101	101
CCC(=O)Nc1ccc(NC(=O)c2cccc(OC)c2)nc1	30	100	23	26	99	106	-0.1	.	102	99	104
CC(C)CC(=O)Nc1nnc(SCC(=O)NCc2ccc3c(c2)OCO3)s1	5	97	11	1	96	99	0.2	31	96	94	95
CCOC(=O)C1CCCN(Cc2nc3ccc([N+](=O)[O-])cc3c(=O)n2-c2ccc(OC)cc2OC)C1 (stereo not drawn)	10	98	9	14	96	100	12	-11	95	94	96
CC(C)(C)CC(C)(C)NC(=O)Nc1cccc([N+](=O)[O-])c1	11	97	22	11	96	99	0.6	-16	95	99	99
COc1ccc(C(=O)NCCNC(C)=O)cc1S(=O)(=O)NCc1ccc(Cl)cc1	5	101	37	1	99	101	0.1	3	99	100	101
COc1ccccc1CNC(=O)CSc1ccsc1[N+](=O)[O-]	13	96	9	9	96	94	-0.2	-19	92	103	96
O=C(COC(=O)CSc1ccc2ccccc2c1)Nc1ccccc1OC(F)F	12	97	12	5	93	98	0.2	5	92	96	99
Cc1cccc2c(=O)cc(C)n(Cc3ccccc3)c12	7	97	3	19	96	98	1.0	23	96	99	95
COc1ccc(/C(C)=N/NC(=O)C2CC2)cc1	5	93	15	-1	95	96	-0.1	-4	95	94	91
C=CCN1C(=O)C2C3C=CC(C2C1=O)C1C2C(=O)N(CC=C)C(=O)C2C31 (stereo not drawn)	11	95	26	2	96	99	0.6	-3	96	97	97
CC(=O)Nc1ccc(S(=O)(=O)N2CCN(c3cc(C)nc4ccccc34)CC2)cc1	11	99	25	3	99	100	1.1	.	99	96	102
CCOC(=O)c1cc(NC(=O)N2CCCCC2)c(C)nc1C	15	101	34	5	101	105	0.8	.	101	100	101
CC(C)CC(=O)Nc1nnc(SCC(=O)NCc2ccco2)s1	13	97	13	4	98	98	0.2	17	98	97	97
O=C(NCC1CCCCC1)C1CCCN(C(=O)NC2CCCCC2)C1 (stereo not drawn)	33	96	18	3	96	97	1.1	7	97	95	100
Cc1ccc(Sc2ccc(CN3CCCCC3)cc2[N+](=O)[O-])cc1	7	97	21	3	95	98	0.8	.	97	97	96
NC(=O)Cn1c(-c2nonc2N)nc2ccccc21	16	96	7	1	95	95	0.9	22	95	100	94
Cc1ccc(NC(=O)CCC(=O)c2cccs2)cc1	12	102	25	1	104	100	0.2	.	99	97	104
CCOC(=O)c1nn(-c2ccc(Cl)cc2)c2nc(Nc3ccccc3)cc(=O)n12	5	100	12	14	101	101	0.7	.	100	98	101
COc1cccc(C(=O)NC(=S)Nc2ccccc2N2CCCC2)c1	11	95	17	1	97	97	-2.0	-7	94	94	98
CC(=O)C(Cc1ccc(Cl)nc1)Cc1ccc(Cl)nc1	10	99	10	15	97	100	3.1	17	99	97	99
COC(=O)C1C2C=CC3(CN(Cc4ccco4)C(=O)C13)O2 (stereo not drawn)	12	102	24	-5	102	100	-0.2	.	97	98	101
Cc1onc(-c2ccccc2)c1C(=O)NCc1ccc2c(c1)OCO2	9	101	37	30	102	101	1.0	-6	100	102	98

Some entries already given, showing only GSH bead fluor, Pf gametocyte and ABCB1 block:
smiles,GSH bead fluor,Pf gametocyte,ABCB1 block
CC(C)(C)CC(C)(C)NC(=O)Nc1cccc([N+](=O)[O-])c1,22,-16,0.6
COc1ccc(C(=O)NCCNC(C)=O)cc1S(=O)(=O)NCc1ccc(Cl)cc1,37,3,0.1

The results go on.
SMILES	Avidin fluor	HRas wt GTP bind	GSH bead fluor	ABCG2 inh	Rab2 wt GTP	Rac1 wt modul	ABCB1 block	Pf gametocyte	Rac1 act GTP bind	Rab7 wt GTP bind	Cdc42 wt GTP
COc1cccc(NC(=O)CSc2nc3c(sc4ccccc43)c(=O)n2CCN(C)C)c1	5	99	10	9	99	99	2.2	2	93	102	101
O=S(=O)(c1cc(Cl)ccc1Cl)N1CC2CCCN2c2ccc(C(F)(F)F)cc21 (stereo not drawn)	34	99	12	2	99	99	0.4	8	95	98	97
C=CCN(c1ccc(C(=O)OC)cc1)S(=O)(=O)c1ccccc1	11	99	11	2	99	101	0.8	3	95	104	99
COc1ccc(C(=O)NC(=S)Nc2ccccc2N2CCOCC2)cc1Br	2	100	8	0	100	100	3.1	12	97	100	96
Cn1c[n+](C)cc1-c1ccc(/C(N)=N/O)cc1	3	99	9	-1	99	104	-0.5	-6	101	97	101
CCN(Cc1ccccc1)C(=O)c1cc2c(=O)oc3ccc(C)cc3c2s1	6	99	17	19	99	98	3.1	.	96	99	100
CCCS(=O)(=O)N1CCCC(C(=O)NCCCN(Cc2ccccc2)C(C)C)C1 (stereo not drawn)	8	104	28	1	104	102	0.4	.	100	101	105
COc1ccccc1NC(=O)NCC(c1ccco1)N1CCCCC1 (stereo not drawn)	23	101	12	1	103	101	0.6	-21	97	105	102
Cc1ccc2cc(CN(c3ccc(C)c(C)c3)S(C)(=O)=O)c(=O)[nH]c2c1	9	97	10	-1	98	96	-0.3	13	93	102	96
COc1ccc(/C=C/C(=O)NCc2cn(C)nc2C)cc1COc1ccc(Cl)cc1Br	8	99	82	17	98	101	7.7	.	97	99	99
CC(C)c1nc(SCC(=O)Nc2c[nH]c(=O)[nH]c2=O)c2cnn(-c3ccccc3)c2n1	6	97	24	5	97	95	0.4	-22	95	101	95
COc1cccc(NC(=O)c2ccccc2SC)c1	28	99	18	2	98	100	0.3	.	99	96	100
O=C(CSc1nnc(SCc2cccc3ccccc23)s1)N/N=C/C=C/c1ccccc1[N+](=O)[O-]	13	97	26	-9	97	100	-3.7	.	98	94	100
CCS(=O)(=O)N1CCC(C(=O)NCC2CCCO2)CC1 (stereo not drawn)	17	98	6	2	95	96	0.7	.	96	96	98
COc1ccc(N(CC(=O)Nc2ccccc2C(=O)NCc2ccco2)S(C)(=O)=O)cc1	8	99	6	3	98	106	1.4	.	102	93	101
COc1ccc(NC(=O)c2ccc(Oc3ncccn3)cc2)cc1	8	96	18	3	98	96	0.2	-17	95	94	97
CCCCC(CC)C1OCC(C[N+]2(C)CCOCC2)O1 (stereo not drawn)	12	100	17	0	100	103	-0.1	5	101	98	102
CC(C)C1CC(CCN2CCCCC2)(c2ccccc2)CCO1 (stereo not drawn)	11	104	20	4	100	103	0.3	12	94	105	100
CCN(Cc1ccncc1)Cc1cn[nH]c1-c1cc(OC)c(OC)c(OC)c1	2	97	13	7	98	95	0.1	15	94	104	96
Cc1cc(N(C)C)c(C#N)c(N2CCOCC2)n1	15	95	39	6	98	99	0.9	-18	95	97	97
CCN1CCN(Cc2ccccc2NC(=O)Nc2ccc(C)cc2)CC1	11	102	35	-3	96	98	0.0	16	93	99	97
COc1ccc(OC)c(-c2cc(C(F)(F)F)c3c(n2)sc2c(O)cc(=O)[nH]c23)c1	6	96	9	0	95	95	-0.2	12	98	99	99
Nc1c(-c2ccccc2)n[nH]c1-c1ccccc1	34	99	23	0	98	101	0.0	.	98	98	100
COCC(=O)Nc1ccccc1-c1ccccc1	8	101	13	-3	104	102	-0.6	10	96	106	103
COc1ccc(CNC(=O)CCC(=O)N2CCN(S(=O)(=O)c3ccc(Cl)cc3)CC2)cc1	8	97	16	6	96	98	1.1	-4	94	104	95
COc1ccc(CCNS(=O)(=O)c2ccc3c(c2)CCN3C(=O)CCC(=O)O)cc1OC	13	97	27	2	94	95	0.6	-15	93	97	95
OC(COCc1ccccc1)CN1CCN(c2ccccc2F)CC1 (stereo not drawn)	30	101	14	1	98	100	0.5	-21	101	97	102
CN(Cc1ccccc1)S(=O)(=O)c1cccc2nsnc12	7	99	11	1	98	102	0.8	3	95	92	98
O=C(NC1CCCCC1)NC1CC2CCC(C1)N2C(=O)NCc1ccccc1 (stereo not drawn)	7	98	4	2	99	103	0.4	.	100	96	104
O=C(COc1ccc(Cl)cc1Cl)N1CCN(c2ccccn2)CC1	9	95	17	15	97	93	3.6	25	93	102	95
C=C(C)Cn1c(N2CCN(CC)CC2)nc2c1c(=O)[nH]c(=O)n2C	25	101	14	1	102	107	0.1	.	101	98	108

Bioassay records deposited in PubChem by several laboratories.
